# Assay outcomes deposited in PubChem BioAssay by National Center for Advancing Translational Sciences (NCATS).
# Epigenetic derep: Quantitative High-Throughput Screen for Regulators of Epigenetic Control; murine LDR cells, GFP reporter derepression, 30 h; hit rate 0.2% among 280,000; Potency, µM (titrated, usually from 53.9 µM), for inactives: at the highest dose GFP activation, actives largely listed as activators; further: potency means the concentration at half of the fitted maximal effect; % of control where 0% means no effect; nearly all actives have a fitted effect of over 60% in size
#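 Derepression of a silenced CMV-GFP reporter in murine LDR cells is scored by enumerating GFP-positive cells with a laser-scanning microplate cytometer after 30 hours of treatment at 37 C.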
# NPSR antagonist: qHTS Assay for Antagonists of the Neuropeptide S Receptor: cAMP Signal Transduction; CHO-NPSR cells, cAMP TR-FRET, antagonist mode; Potency, µM (series often up to 38.3 µM), for inactives: at the highest dose activity change, negative = inhibition, hits mostly inhibitors; hit rate 1% among 220,000; AID 1461, 2008; further: potency means the concentration at half of the fitted maximal effect; on the % scale 0 is the no-effect control and ±100 the full control effect; nearly all actives have a fitted effect of over 50% in size; many of its hits are not listed in these tables
# Target sequence (Q6W5P4 whole entry, looked up): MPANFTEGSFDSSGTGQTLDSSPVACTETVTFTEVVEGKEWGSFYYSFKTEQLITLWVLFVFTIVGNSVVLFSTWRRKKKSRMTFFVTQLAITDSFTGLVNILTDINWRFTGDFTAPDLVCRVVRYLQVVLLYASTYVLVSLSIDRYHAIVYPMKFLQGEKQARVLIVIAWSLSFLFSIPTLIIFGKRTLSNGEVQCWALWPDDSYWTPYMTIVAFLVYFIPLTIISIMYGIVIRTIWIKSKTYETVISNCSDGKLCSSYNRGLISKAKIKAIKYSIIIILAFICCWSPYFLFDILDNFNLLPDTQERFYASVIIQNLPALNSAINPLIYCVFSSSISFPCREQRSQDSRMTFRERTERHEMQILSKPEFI
# Lamin A splicing: qHTS Assay for Modulators of Lamin A Splicing; HeLa LMNA splicing GFP/RFP minigene ratio, 48 h; Potency, µM (highest dose often 46.1 µM), for inactives: at the top dose ratio change, negative = inhibition, actives largely listed as inhibitors; hit rate 0.01% among 200,000; AID 1487, 2009; active means well fitted inhibition curve with a large enough effect in the signal ratio, with a control signal flat, not every such curve was filed as active; inconclusive means small, poorly fitted or top-dose-only effect, or effect the other way, or a change in a side signal; the % refers to the signal ratio; further: potency means the concentration at half of the fitted maximal effect; on the % scale 0 is the no-effect control and ±100 the full control effect
#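 S3 HeLa stable clones carrying a lamin A-EGFP splicing minigene plus DsRed2 were seeded at 600 cells/well in Opti-MEM with 2% FBS, pin-dosed and incubated 48 h at 37°C. Acumen cytometry (488 nm) gave the GFP/RFP total-intensity ratio.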
# IMPase Li inh: qHTS Assay for Identifying the Cell-Membrane Permeable IMPase Inhibitors: Potentiation with Lithium | CHO-M1 cells, IP1 TR-FRET (IP-One), carbachol + lithium | AID 1457, 2008 | hit rate 0.35% among 210,000 | Potency, µM (titrated, usually from 59.4 µM), without a hit: at the highest dose activity, negative = IMPase inhibition, most hits filed as inhibitors;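 further: IP1 builds up when IMPase is blocked and the TR-FRET signal falls; potency means the concentration at half of the fitted maximal effect; plate controls were basal vehicle for no effect and high inhibitor control for full effect; nearly all actives have a fitted effect of over 50% in size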
#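 IP1 accumulation measured by competitive TR-FRET in lysed CHO-M1 cells after 30 min compound exposure at 37C, with a small lithium addition to potentiate weak responses. Hill-equation AC50 from ratio and donor-channel data.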
# HTT aggregate: qHTS Multiplex Assay to Identify Dual Action Probes in a Cell Model of Huntington: Aggregate Formation (GFP). PC12 HttQ103-GFP aggregates, Acumen cytometry, 40 h. Potency, µM (series often up to 46.1 µM), for inactives: at the highest dose activity change, negative = inhibition, usual class: inhibitors. hit rate 1.1% among 220,000. AID 1688, 2009; further: potency means the concentration at half of the fitted maximal effect; on the % scale 0 is the no-effect control and ±100 the full control effect; nearly all actives have a fitted effect of over 60% in size
#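 Using laser scanning cytometry, GFP-positive aggregates were counted after lysis of PC12 cells induced with 100 nM tebufenozide to express HTT exon 1 Q103–GFP. Compounds were tested in titration.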
# KinaseGlo FLuc: Counterscreen for Luciferase (Kinase-Glo TM) Inhibition. Luciferin 4-monooxygenase (Photuris pensylvanica), Q27757. Potency, µM (doses to about 38.3 µM), without a hit: at the highest dose activity change, negative = inhibition, hits mostly inhibitors. Kinase-Glo luciferase, ATP luminescence, 8 min. hit rate 0.28% among 200,000; further: potency means the concentration at half of the fitted maximal effect; on the % scale 0 is the no-effect control and ±100 the full control effect; nearly all actives have a fitted effect of over 60% in size
#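 Compound is pinned into ATP-containing buffer (10 uM ATP, imidazole pH 7.2, 7 mM MgCl2). Kinase-Glo luciferase reagent is then added. Light output is recorded following an 8-min room-temperature incubation.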
# CBFb RUNX1 block: qHTS Assay for Compounds Blocking the Interaction Between CBF-beta and RUNX1 for the Treatment of Acute Myeloid Leukemia; Runt-related transcription factor 1 (Homo sapiens) + Core-binding factor subunit beta …; AlphaScreen CBFb-His/RUNX1-biotin binding, biochemical; Potency, µM (titrated, usually from 59.8 µM), inactives show at the top dose activity, negative = inhibition, actives largely listed as inhibitors; 230,000 tested, under 10 active; further: % of control where 0% means no effect
# Target sequence (Q01196 whole entry, looked up): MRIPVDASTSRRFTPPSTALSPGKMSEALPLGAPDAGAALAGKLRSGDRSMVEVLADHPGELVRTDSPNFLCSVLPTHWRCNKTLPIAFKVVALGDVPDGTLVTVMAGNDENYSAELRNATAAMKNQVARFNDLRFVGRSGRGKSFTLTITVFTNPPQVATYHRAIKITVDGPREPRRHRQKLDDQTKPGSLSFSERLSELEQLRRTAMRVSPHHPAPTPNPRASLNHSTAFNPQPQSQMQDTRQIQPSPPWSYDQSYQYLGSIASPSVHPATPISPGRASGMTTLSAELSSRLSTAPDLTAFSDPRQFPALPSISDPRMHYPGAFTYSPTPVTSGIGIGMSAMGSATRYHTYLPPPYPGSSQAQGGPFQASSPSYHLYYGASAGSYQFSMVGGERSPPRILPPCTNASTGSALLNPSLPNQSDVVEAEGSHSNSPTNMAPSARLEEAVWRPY
# Target sequence (Q13951 whole entry, looked up): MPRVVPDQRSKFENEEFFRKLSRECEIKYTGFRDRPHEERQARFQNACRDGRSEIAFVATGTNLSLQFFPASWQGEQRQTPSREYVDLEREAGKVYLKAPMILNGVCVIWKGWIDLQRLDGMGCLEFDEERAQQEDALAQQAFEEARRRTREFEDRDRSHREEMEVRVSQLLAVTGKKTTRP
#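 Room-temperature protein-protein interaction test with 30 nM each of His-tagged CBF-beta and biotinylated RUNX1, 15 min with compound, then 90 min with nickel plus streptavidin beads. Signal read in AlphaScreen mode.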
# Starred values were filed as active, the others as inactive; ? = inconclusive; / = no result given; [ ] = remark or other dose. Unless noted, the call rests on the fitted dose curve; in most records, active means well fitted curve in the direction sought with a large enough effect; inconclusive means small, poorly fitted or top-dose-only effect, or another doubt; inactive means no such curve, though single readings can be large; an effect the other way counts as inactive or inconclusive. Not all compounds are listed. The share of hits here may be higher or lower than overall.
# Codes: A = Epigenetic derep; B = NPSR antagonist; C = Lamin A splicing; D = IMPase Li inh; E = HTT aggregate; F = KinaseGlo FLuc; G = CBFb RUNX1 block
Nc1c(-c2cccc(Cl)c2)cnn1-c1cccc([N+](=O)[O-])c1
  A: -0.8% | B: -11%[46.1 µM] | C: -2% | D: 20%[38.3 µM] | E: 7% | F: -5% | G: -15%

Cc1ccc(NC(=O)c2ccc(S(=O)(=O)NCC3CCCO3)cc2)cc1 (stereo not drawn)
  A: 0.9% | B: 9%[46.1 µM] | C: -2% | D: 15%[38.3 µM] | E: -17% | F: -1% | G: 10%

COc1ccccc1N1CCN(C2CCN(C(=O)COc3cccc(C)c3)CC2)CC1
  A: 0.0% | B: 14% | C: 8% | D: 0% | E: 9% | F: -1% | G: 1%

O=C1C2CC=C(Cl)CC2C(=O)N1CCc1c[nH]c2ccccc12 (stereo not drawn)
  A: 2.1% | B: 10%[46.1 µM] | C: -10% | D: 17%[38.3 µM] | E: 20% | F: 1% | G: 4%

CCCCN(C(C)=O)c1c(N)n(CCC)c(=O)n(CC(=O)Nc2cc(Cl)cc(Cl)c2)c1=O
  A: 1.1% | B: -6% | C: -10%[46 µM] | D: -4% | E: 2% | F: 0% | G: 0%

c1cc2c(cnc3cscc32)s1
  A: -3.0% | B: -47% | C: -3% | D: -26% | E: ? | F: -3% | G: -10%

CCOC(=O)Cc1csc(NC(=S)NC(=O)c2cc(OC)cc(OC)c2)n1
  A: 2.6% | B: -36% | C: / | D: 18% | E: 28% | F: 0% | G: -3%

COc1ccc(S(=O)(=O)n2ccc(C)n2)cc1C
  A: -1.0% | B: 4%[46.1 µM] | C: 6% | D: 18%[38.3 µM] | E: -9% | F: 19% | G: 7%

O=C1CC(c2ccc(S(=O)(=O)N3CCCCC3)cc2)CN1 (stereo not drawn)
  A: -1.0% | B: -23%[46.1 µM] | C: -1% | D: 20%[38.3 µM] | E: -5% | F: 2% | G: 3%

C/C(=N/NC(=O)CNC(=O)c1cccc(F)c1)c1ccc2c(c1)CCCC2
  A: -1.9% | B: -5% | C: -3%[46 µM] | D: 9% | E: 6% | F: 0% | G: -2%

CC(=O)/C(=C\c1ccccc1)CC(=O)O
  A: 0.3% | B: / | C: -2% | D: 12% | E: / | F: 1% | G: /

O=C(O)COc1ccccc1/C=N/NC(=O)/C(=C\c1ccc2c(c1)OCO2)NC(=O)c1ccccc1
  A: -1.2% | B: 2% | C: / | D: -6% | E: -8% | F: 2% | G: 2%

CN(C)c1ccc(P(=O)(OCc2ccccc2)C(O)c2ccccc2F)cc1 (stereo not drawn)
  A: -3.3% | B: 19% | C: / | D: / | E: 2%[9.22 µM] | F: / | G: 0%

Cc1nnc(N2C(=O)c3cccc4cccc(c34)C2=O)s1
  A: -6.3% | B: -12%[46.1 µM] | C: 10% | D: -10%[38.3 µM] | E: 8% | F: 11% | G: 0%

CC1=C(C)CC(C(=O)c2ccccc2)C(C(=O)O)C1 (stereo not drawn)
  A: -1.4% | B: 3%[46.1 µM] | C: 10% | D: 3%[38.3 µM] | E: 5% | F: -5% | G: 9%

# Three compounds out of the list above, arranged by the number in NPSR antagonist, low to high.
Compound | NPSR antagonist
c1cc2c(cnc3cscc32)s1 | -47%
C/C(=N/NC(=O)CNC(=O)c1cccc(F)c1)c1ccc2c(c1)CCCC2 | -5%
CN(C)c1ccc(P(=O)(OCc2ccccc2)C(O)c2ccccc2F)cc1 (stereo not drawn) | 19%

# A run of entries from further up, for reference:
# Codes: A = Epigenetic derep; B = NPSR antagonist; C = Lamin A splicing; D = IMPase Li inh; E = HTT aggregate; F = KinaseGlo FLuc; G = CBFb RUNX1 block
Nc1c(-c2cccc(Cl)c2)cnn1-c1cccc([N+](=O)[O-])c1
  A: -0.8% | B: -11%[46.1 µM] | C: -2% | D: 20%[38.3 µM] | E: 7% | F: -5% | G: -15%

Cc1ccc(NC(=O)c2ccc(S(=O)(=O)NCC3CCCO3)cc2)cc1 (stereo not drawn)
  A: 0.9% | B: 9%[46.1 µM] | C: -2% | D: 15%[38.3 µM] | E: -17% | F: -1% | G: 10%

COc1ccccc1N1CCN(C2CCN(C(=O)COc3cccc(C)c3)CC2)CC1
  A: 0.0% | B: 14% | C: 8% | D: 0% | E: 9% | F: -1% | G: 1%

# Going on with the list.
# Codes: A = Epigenetic derep; B = NPSR antagonist; C = Lamin A splicing; D = IMPase Li inh; E = HTT aggregate; F = KinaseGlo FLuc; G = CBFb RUNX1 block
COc1cc(C(C#N)N2CCC(c3ccccc3)=N2)ccc1O (stereo not drawn)
  A: -1.0% | B: -12% | C: / | D: / | E: 18%[9.22 µM] | F: / | G: 11%

O=C(NCCc1ccc(Cl)cc1)C1CCN(c2cnccn2)CC1
  A: -2.4% | B: 2%[46.1 µM] | C: 3% | D: -1%[38.3 µM] | E: -15% | F: -3% | G: 2%

NNC(=O)c1nc(-c2cccc(-n3cccc3)c2)no1
  A: 0.1% | B: 10% | C: / | D: / | E: -1%[9.22 µM] | F: / | G: -8%

CCc1n[nH]c(=S)n1/N=C/c1ccc(N(CC)CC)cc1
  A: 2.6% | B: -27% | C: / | D: -5% | E: 2% | F: 1% | G: -15%

CCOC(=O)c1cnc2c(c(C)nn2C)c1Oc1ccc(Cl)cc1
  A: -4.6% | B: -14%[46.1 µM] | C: ? | D: 21% | E: 7% | F: 7% | G: 13%

O=C(O)CC1C(=O)OCN1C(=O)OCc1ccccc1 (stereo not drawn)
  A: -1.1% | B: 15%[46.1 µM] | C: -5% | D: -6%[38.3 µM] | E: 0% | F: 9% | G: 6%

CCOC(=O)C(NCc1ccccc1OC)(NC(=O)CC)C(F)(F)F (stereo not drawn)
  A: -0.9% | B: 2%[46.1 µM] | C: 0%[0.0737 µM] | D: -9%[38.3 µM] | E: 5% | F: 2% | G: 0%

C/C(=N\NC(=S)NCc1ccccc1)c1ccc2ccccc2c1
  A: -1.2% | B: -38% | C: ? | D: 6% | E: -4% | F: 2% | G: ?

Cc1c(NC(=O)CNCc2ccc3c(c2)OCO3)c(=O)n(-c2ccccc2)n1C
  A: 0.0% | B: 29% | C: / | D: / | E: 8%[9.22 µM] | F: / | G: 16%

O=C(Cn1c2[n+](c3ccccc31)CC(O)CS2)c1ccccc1 (stereo not drawn)
  A: -2.1% | B: 4% | C: / | D: 5% | E: 3%[9.22 µM] | F: -4% | G: -7%

CCCOc1ccc(N2C(=O)CC(N(Cc3ccc(S(N)(=O)=O)cc3)C(=O)CC)C2=O)cc1 (stereo not drawn)
  A: -0.9% | B: 9%[46.1 µM] | C: 7% | D: 2%[38.3 µM] | E: -8% | F: 5% | G: 5%

CC(=O)c1cccc(-n2c(CCC(=O)O)ccc2-c2cccs2)c1
  A: -1.1% | B: -7%[46.1 µM] | C: 7% | D: 20%[38.3 µM] | E: 0% | F: 1% | G: 2%

Cc1cc(NC(=O)CSc2nc3c(sc4ccccc43)c(=O)n2CCc2ccccc2)n[nH]1
  A: ? | B: -9%[46.1 µM] | C: 7% | D: ? | E: -7%[9.22 µM] | F: 0% | G: 8%

Cc1nc(SCC(=O)Nc2ccc(OCc3ccccc3)cc2)n[nH]1
  A: -4.3% | B: -8% | C: ? | D: 12% | E: -12%[9.22 µM] | F: -3% | G: 3%

CCCCC(=O)Nc1nn(C)c2nc3c(C)cccc3cc12
  A: -4.8% | B: -9%[46.1 µM] | C: 13% | D: -6%[38.3 µM] | E: 8% | F: -1% | G: 9%

COc1ccccc1NC(=S)N/N=C1\CC(C)(C)Oc2ccc(O)cc21
  A: -1.5% | B: -47% | C: ? | D: 7% | E: -7% | F: 3% | G: -21%

COC(=O)c1cn(CC(=O)N2C(C)CCCC2C)c2ccccc12 (stereo not drawn)
  A: -5.4% | B: -8%[46.1 µM] | C: -15% | D: -2% | E: -24% | F: 1% | G: 6%

Cc1ccc(NC(=O)C/C(N)=N/OC(=O)c2ccccc2)cc1
  A: -1.1% | B: 11% | C: -2%[9.22 µM] | D: 1% | E: 1% | F: -1% | G: 8%

CC(=O)NC1=NN(c2ccccc2)C(=O)C1
  A: 0.1% | B: -13%[46.1 µM] | C: -1% | D: -4%[38.3 µM] | E: 0% | F: -1% | G: -2%

COc1cccc(-c2cc3c(-n4cccc4)ncnc3o2)c1
  A: -0.9% | B: -15%[46.1 µM] | C: 4% | D: 5%[38.3 µM] | E: -14% | F: -3% | G: 8%

Nn1c(-c2ccccn2)nnc1-c1ccccn1
  A: -0.8% | B: -4%[46.1 µM] | C: 1% | D: -12%[38.3 µM] | E: -7% | F: -15% | G: -6%

CC(C)CCNC(=O)C1CCN(c2nc3ccccc3o2)CC1
  A: -3.3% | B: -4%[46.1 µM] | C: ? | D: -16%[38.3 µM] | E: ? | F: -2% | G: 2%

O=C1CN(C(=O)c2cc([N+](=O)[O-])ccc2Cl)C(c2ccccc2)c2cc(F)ccc2N1 (stereo not drawn)
  A: -1.0% | B: 19% | C: -3% | D: -2% | E: -2% | F: 3% | G: -7%

Clc1ccccc1-c1nc2ccccc2c2nc3ccccc3n12
  A: 0.0% | B: -32% | C: -15% | D: -5% | E: -6% | F: 2% | G: -2%

C=CCNc1oc(-c2cccc3ccccc23)nc1C#N
  A: -0.8% | B: 17%[46.1 µM] | C: 6% | D: ? | E: -12% | F: 3% | G: 25%

CC1=CC(=C2C=CC(=O)C=C2)C=C(C)N1C
  A: 0.2% | B: -19% | C: / | D: / | E: 16%[9.22 µM] | F: / | G: 2%

CCOC(=O)C(C)(C)N(Cc1ccccc1C)S(=O)(=O)c1ccc(Cl)c([N+](=O)[O-])c1
  A: 1.1% | B: -39% | C: 6% | D: 8% | E: -9% | F: 2% | G: -16%

COC(=O)c1[nH]c2cc(OC)c(OC)cc2c1NC(=O)Oc1ccccc1
  A: 0.4% | B: ? | C: 8% | D: 64%[activator][38.3 µM] | E: ? | F: 21% | G: 7%

COc1ccc(C)c2sc(=NC(=O)C(C)C)n(C)c12
  A: 0.8% | B: ? | C: -2% | D: 11%[38.3 µM] | E: 16% | F: 2% | G: 1%
